Assay outcomes deposited in PubChem BioAssay by several laboratories.
thrombin 1536 – thrombin (human) inhibition | inhibition, % at 5 µM | actives 0.26% (n = 220,000) | alpha-thrombin, Boc-VPR-AMC fluorogenic substrate cleavage;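 active = inhibition at or above 40%; inactive = inhibition below 40%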;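 also: 0% = enzyme with no compound and 100% = wells without enzyme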
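Material: Human alpha-thrombin protein | Buffer or medium: pH 7.5 Tris-saline with Tween 20 | Reagent: Boc-VPR-AMC substrate, 15 µM final | Schedule: Reaction at ambient temperature | Detection: AMC fluorescence at 355 nm excitation and 460 nm emission | Evaluation: Percent inhibition scaled between no-compound controls and no-enzyme blanks | Controls: no-compound enzyme wells and no-enzyme blanks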
Rad51 HR inh – Rad51 (human) homologous recombination inhibition. hRad51 DNA strand exchange, fluorescence dequenching. inhibition, % at 10 µM. actives 0.085% (n = 200,000);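 active = inhibition above 40% at the single screening dose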;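 also: 0% = DMSO control wells and 100% = blanks with heterologous ssDNA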
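material = hRad51 filaments on single-stranded DNA | reagent = Donor/quencher-labelled 47-bp dsDNA substrate | compound = 10 µM final, single point | schedule = strand-exchange reaction 15 min at room temperature | measured by = fluorescein emission 520 nm, excitation 485 nm | read-out basis = % inhibition versus plate control and blank means | benchmarks = plate controls and plate blanks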
EBV gp42 block – inhibitors of Epstein-Barr virus glycoprotein 42 | Q1HVG2 | Fluorescence polarization binding assay, mP read-out | inhibition, % (tested at 21.74 µM) | actives 0.42% (n = 220,000); in the data active = inhibition above about 50%
NCF1 inh – blocks human p47phox regulatory protein of NADPH oxidases; P14598; p47phox/p22phox peptide binding, fluorescence polarization, 2 h; inhibition, % at 24.7 µM; actives 0.53% (n = 220,000);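 also: 0% = p47phox with labelled peptide and 100% = labelled peptide alone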
Target sequence (P14598 whole entry, looked up): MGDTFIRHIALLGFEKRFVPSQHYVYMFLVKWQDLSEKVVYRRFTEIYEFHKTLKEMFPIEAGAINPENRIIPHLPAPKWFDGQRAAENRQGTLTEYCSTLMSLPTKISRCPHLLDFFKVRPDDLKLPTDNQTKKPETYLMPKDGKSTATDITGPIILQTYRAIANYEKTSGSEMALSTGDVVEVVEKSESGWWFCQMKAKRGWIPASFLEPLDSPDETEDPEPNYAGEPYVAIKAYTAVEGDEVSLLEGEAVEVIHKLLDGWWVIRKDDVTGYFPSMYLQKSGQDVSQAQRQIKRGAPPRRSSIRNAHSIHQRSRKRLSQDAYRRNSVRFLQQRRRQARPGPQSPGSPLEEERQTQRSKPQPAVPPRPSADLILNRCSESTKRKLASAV
14-3-3 Bad inh – disrupts binding of bovine 14-3-3 zeta to phospho-Bad peptide; P63103; TR-FRET 14-3-3zeta/Dy647-pBad peptide displacement, 1 h; inhibition, % at 21.7 µM; actives 0.71% (n = 220,000); AID 781;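 active = inhibition above about 70%, limit read from the data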;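 also: 0% = full 14-3-3 plus peptide FRET controls and 100% = background without 14-3-3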
KCC2 mod – KCC2 (human) Cl- transport modulation; B-score of Tl+ flux slope (higher = more flux/activation; lower = inhibition) at 10 µM; Q9H2X9; KCC2 cells, thallium flux FluoZin-2 fluorescence; actives 2.2% (n = 190,000); AID 1456;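 active = thallium flux slope and its plate-corrected score both differing from the plate sample mean at a set confidence after two filtering rounds, in either direction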;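 also: slope of fluorescence scaled to starting intensity during 10 to 20 s after thallium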
eIF4E 4G PPI – blocks eIF4E binding to eIF4G. P63073+Q04637. TR-FRET eIF4E-eIF4GI(517-606) binding, 2 h. inhibition, % at 21.7 µM. actives 0.37% (n = 220,000). AID 782;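 also: 0% = full FRET control wells and 100% = background wells lacking eIF4GI fragment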
KLK5 inh – kallikrein 5 (human) inhibition; recombinant hK5, fluorogenic AMC substrate cleavage; inhibition, % at 5 µM; actives 0.59% (n = 210,000); AID 873;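 active = inhibition of 40% or more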;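 also: 0% = enzyme controls without compound and 100% = no-enzyme blanks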
Furin inh – human furin inhibition; purified furin, fluorogenic substrate cleavage; inhibition, % at 30 µM; actives 0.061% (n = 220,000); in the data active = inhibition above about 25%; also: inactives centre near -15
Target sequence (P09958 108-714 limits assumed): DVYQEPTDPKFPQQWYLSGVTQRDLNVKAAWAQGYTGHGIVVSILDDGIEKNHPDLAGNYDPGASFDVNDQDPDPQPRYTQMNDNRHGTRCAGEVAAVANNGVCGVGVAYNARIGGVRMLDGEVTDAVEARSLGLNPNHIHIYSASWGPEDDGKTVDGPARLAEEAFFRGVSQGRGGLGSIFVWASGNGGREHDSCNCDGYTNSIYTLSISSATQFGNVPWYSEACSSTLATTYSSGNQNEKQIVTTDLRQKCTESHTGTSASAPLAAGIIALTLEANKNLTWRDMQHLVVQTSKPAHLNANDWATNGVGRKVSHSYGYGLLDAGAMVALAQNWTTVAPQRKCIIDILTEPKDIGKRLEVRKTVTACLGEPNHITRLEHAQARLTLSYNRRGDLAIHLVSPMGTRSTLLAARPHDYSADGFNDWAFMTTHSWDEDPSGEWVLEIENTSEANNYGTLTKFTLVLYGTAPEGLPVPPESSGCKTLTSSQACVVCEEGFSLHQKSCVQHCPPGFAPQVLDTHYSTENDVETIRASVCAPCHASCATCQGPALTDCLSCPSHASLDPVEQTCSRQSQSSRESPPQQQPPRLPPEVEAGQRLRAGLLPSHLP
* marks the source's active call; other numbers are inactive results; / = not tested or not shown; [ ] = another dose, or the depositor's remark.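 The calls were made as follows, unless noted: active = inhibition above about 30% (limit read from the data); inactive = the rest.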

SMILES | thrombin 1536 | Rad51 HR inh | EBV gp42 block | NCF1 inh | 14-3-3 Bad inh | KCC2 mod | eIF4E 4G PPI | KLK5 inh | Furin inh
COC(=O)N[C@H](CC(C)=O)c1cccc(C(F)(F)F)c1 | 2 | -4 | -14 | 0 | 3 | 0.11 | -1 | -9 | -22
O=C(c1ccccc1)c1cnc(-c2ccc(Cl)cc2)s1 | 5 | -8 | 3 | -6 | -2 | 0.034 | -26 | -1 | -22[20 µM]
CN(c1ccc(C(=O)NCCc2ccccc2)cc1)S(C)(=O)=O | -4 | -7 | -8 | -5 | -21[fluorescence artefact?] | -1.3 | 3 | -16 | -13[20 µM]
COc1ccc(CCN2C(=O)CC(Cc3ccc(Br)cc3)C2=O)cc1OC (stereo not drawn) | -4 | -4 | 1 | 8 | -5 | -0.57 | -3[fluorescence artefact?] | -10 | -1
O=C(NCc1ccccc1Cl)C1CCN(S(=O)(=O)N2CCCCC2)CC1 | 0 | -2 | -12 | 2 | 12 | / | -3 | -2 | -22
O=C1C=C(N2CCN(C3=CC(=O)CCC3)CC2)CCC1 | 4 | / | -21 | -11 | 9 | 0.24 | -1 | -23 | -11
COc1cc(CNc2ncn[nH]2)ccc1OCc1cccc(C)c1 | 0 | / | -5 | -2 | 0 | 0.13 | 4 | / | -18
O=C(O)Cc1sc(-c2ccccc2)nc1-c1ccccc1 | 5 | -1 | -19 | -7 | -3 | / | -4 | -8 | -21[20 µM]
COc1ccc(-n2cnnc2SCC(=O)c2ccc(S(=O)(=O)N3CCOCC3)cc2)cc1 | -6 | -9 | -25 | -23 | -6 | 0.62 | -4 | 4 | -8
CCc1ccc(S(=O)(=O)/N=C2\C=CC(=O)c3ccccc32)cc1 | -8 | -11 | -1 | 6 | -3 | -0.029 | 3 | -3 | -29
Cc1ccccc1C(=O)N(Cc1nc2ccccc2c(=O)[nH]1)C1CCCC1 | / | 11 | -13 | -9 | -5 | -0.044 | -3 | 1 | -15
CC(C)(O)CC[C@@H](O)[C@](C)(O)[C@H]1CC[C@@]2(O)C3=CC(=O)[C@@H]4C[C@@H](O)[C@@H](O)C[C@]4(C)C3CC[C@]12C (stereo partly drawn) | -2 | 6 | -15 | -6 | -1 | 0.38 | 0 | -3 | -25
CC(C)c1ccc(OCC(=O)NCCO)cc1 | -1 | -1 | 2 | -2 | -1 | 0.55 | 5[fluorescence artefact?] | -11 | -18
COc1ccccc1N1CCN(Cc2nc3ccccc3c(=O)n2CC(C)=O)CC1 | -2 | -1 | 0 | -5 | -4 | 1.9 | -1 | -18 | -10
CCCOc1ccc(N2C(=O)CC(N(CCc3ccccc3)C(=O)c3ccccc3)C2=O)cc1 (stereo not drawn) | -4 | -7 | 13 | 3 | -5 | -0.77 | 3 | -8 | -12

Among those listed so far, 3 contain four or more nitrogen atoms.
SMILES | thrombin 1536 | Rad51 HR inh | EBV gp42 block | NCF1 inh | 14-3-3 Bad inh | KCC2 mod | eIF4E 4G PPI | KLK5 inh | Furin inh
COc1cc(CNc2ncn[nH]2)ccc1OCc1cccc(C)c1 | 0 | / | -5 | -2 | 0 | 0.13 | 4 | / | -18
COc1ccc(-n2cnnc2SCC(=O)c2ccc(S(=O)(=O)N3CCOCC3)cc2)cc1 | -6 | -9 | -25 | -23 | -6 | 0.62 | -4 | 4 | -8
COc1ccccc1N1CCN(Cc2nc3ccccc3c(=O)n2CC(C)=O)CC1 | -2 | -1 | 0 | -5 | -4 | 1.9 | -1 | -18 | -10

Three of the entries above in order of their number in KCC2 mod, largest number first.
SMILES | thrombin 1536 | Rad51 HR inh | EBV gp42 block | NCF1 inh | 14-3-3 Bad inh | KCC2 mod | eIF4E 4G PPI | KLK5 inh | Furin inh
COc1ccccc1N1CCN(Cc2nc3ccccc3c(=O)n2CC(C)=O)CC1 | -2 | -1 | 0 | -5 | -4 | 1.9 | -1 | -18 | -10
CCc1ccc(S(=O)(=O)/N=C2\C=CC(=O)c3ccccc32)cc1 | -8 | -11 | -1 | 6 | -3 | -0.029 | 3 | -3 | -29
COc1ccc(CCN2C(=O)CC(Cc3ccc(Br)cc3)C2=O)cc1OC (stereo not drawn) | -4 | -4 | 1 | 8 | -5 | -0.57 | -3[fluorescence artefact?] | -10 | -1

Going on with the list.
SMILES | thrombin 1536 | Rad51 HR inh | EBV gp42 block | NCF1 inh | 14-3-3 Bad inh | KCC2 mod | eIF4E 4G PPI | KLK5 inh | Furin inh
CCCCCC(=O)NNC1=NCC(Cc2cccc(Cl)c2)S1 (stereo not drawn) | 2 | 3 | -13 | -4 | 26 | 0.25 | 0 | -11 | -2
Cc1cc(C)c(NC(=O)C2CCCN2CCOC(=O)c2ccccc2)c(C)c1 (stereo not drawn) | -7 | 4 | 1 | -5 | 0 | -0.94 | 5[fluorescence artefact?] | -6 | -21
CCN(CC(=O)NC1CCS(=O)(=O)C1)S(=O)(=O)c1ccc(F)cc1 (stereo not drawn) | -3 | 13 | 5 | 0 | -3[fluorescence artefact?] | 1.6 | -8 | -6 | -5
O=C(Oc1cccc(Oc2ccccc2)c1)N1CCOCC1 | 3 | 4 | -3 | -1 | 5 | -0.14 | 1 | -2 | -15[20 µM]
O=C(NC(=S)Nc1cc(C(F)(F)F)ccc1Cl)c1ccccc1 | 1 | 5 | -3 | -10 | 9 | 1.8 | 2 | -7 | -22
COc1ccc(CNC(=O)Cn2cnc3c(=O)n(C)c(=O)n(C)c32)cc1 | -7 | / | -10 | -7 | 10 | 0.38 | 2 | 8 | -2[20 µM]
Clc1ccc(-c2nc3ccccc3nc2-c2ccccc2)cc1 | -5 | 8 | -2 | -2 | -4 | 0.87 | 5[fluorescence artefact?] | -2 | -24
Cc1cc(N2CCOCC2)nc2ccc(NC(=S)NCc3ccc4c(c3)OCO4)cc12 | 11 | -16 | 1 | -10 | -22 | -0.029 | -2 | -9 | -28
O=C(/C=C/c1ccccc1)N/C(=C/c1ccccc1)C(=O)NCCO | -3 | 2 | -11 | 0 | -15 | / | 4 | 0 | -27[20 µM]
CCOc1ccccc1C(=O)NC(C(=O)NCc1ccccc1OC)C(C)C (stereo not drawn) | 1 | 0 | -8 | -1 | 14 | -0.064 | 2 | -15 | -7
COc1ccccc1OC1=NS(=O)(=O)c2ccccc21 | 10 | 1 | 6 | -4 | 85* | / | 22 | -13 | -18
NS(=O)(=O)c1ccc(N=Nc2ccc(=O)[nH]c2O)cc1 | -1 | 11 | 1 | 4 | 73* | 0.94 | 37* | 32 | 15
O=C(CP(=O)(c1ccccc1)c1ccccc1)N1CCCCC1 | -6 | 5 | -3 | -7 | 2 | -0.022 | 1[fluorescence artefact?] | 0 | 0[20 µM]
CCCS(=O)(=O)c1c(S(=O)(=O)CCC)c2cnccn2c1C(=O)c1ccc(Cl)cc1 | -1 | 2 | -13 | -8 | 10 | 0.81 | -4 | -1 | -8[20 µM]
CC(=O)Nc1ccc(-n2c(C)c(C(C)=O)c(C(C)=O)c2C)cc1 | 4 | 9 | -14 | -6 | -9[fluorescence artefact?] | 0.18 | -8[fluorescence artefact?] | 4 | -16
O=S(=O)(c1ccc(F)c(F)c1F)N1CCN(C(=S)NC2CC3CCC2C3)CC1 (stereo not drawn) | 10 | 11 | -7 | -3 | -7 | 1.4 | -1 | -2 | -26
COc1ccc(N(Cc2cc3ccc(C)cc3[nH]c2=O)C(=O)C2CCCO2)cc1 (stereo not drawn) | -19 | / | -11 | -6 | -4 | 1.4 | 2 | -6 | -2
COc1ccc(C2Nc3ccccc3C(=O)N2c2ccc(F)cc2)cc1CSc1ccccn1 (stereo not drawn) | -8 | 3 | 4 | -14 | -9 | 0.27 | -2[fluorescence artefact?] | -10 | -28
CCC(C)NCCOc1ccc(Br)cc1 (stereo not drawn) | 9 | -4 | -8 | 2 | 1 | / | -3 | 16 | -11[20 µM]
COc1cccc(N(Cc2nnc3n2CCCCC3)C(=O)Nc2ccccc2F)c1 | -6 | -2 | -15 | -3 | -11 | -0.88 | -3 | -4 | -24
Cc1ccc(C(=O)N2CC(C)OC(C)C2)c(Cl)c1 (stereo not drawn) | -24 | -3 | -17 | -12 | 5 | 0.35 | 3 | 4 | -12[20 µM]
Cc1noc(C)c1CSc1nc2sc(C)c(C)c2c(=O)n1-c1ccccc1 | -9 | 3 | -5 | -2 | -3[fluorescence artefact?] | / | -10[fluorescence artefact?] | -20 | -7[20 µM]
COc1ccc(C(C(=O)NC(C)(C)C)N(C(=O)CNC(=O)c2cccs2)c2ccc(NC(C)=O)cc2)cc1OC (stereo not drawn) | -7 | / | -14 | 1 | 3 | -1.2 | 1 | -6 | -13
COc1cc(/C=N/N=C(\N)c2nonc2N)cc(OC)c1OC | -9 | 31 | 5 | 2 | -22 | 0.86 | -1 | 0 | -1
CCSc1nc2cc(OC)c(OC)cc2c(=O)n1CCc1ccccc1 | -7 | -2 | 14 | -8 | 1[fluorescence artefact?] | / | -1[fluorescence artefact?] | 0 | -11[20 µM]
Cc1ccnc(NC(=O)COc2c(C)cc(C)cc2[N+](=O)[O-])c1 | 2 | 15 | -12 | -1 | 3 | / | 4 | -3 | -17
CCC/C(=N/NC(=O)c1csc(C)c1C)c1ccc(Cl)s1 | -2 | 1 | -17 | 14 | -1 | 3.7* | 8 | -8 | -8[20 µM]
CN1CCN(C(=O)c2ccc3nc(-c4ccccc4)c(-c4ccccc4)nc3c2)CC1 | -3 | 0 | -4 | 3 | 2 | -0.5 | -1 | -26 | -41
O=C(CN1C(=O)NC2(CCCCCCC2)C1=O)NCc1cccs1 | 5 | 0 | -8 | -3 | 8 | 0 | 7 | -6 | -22
C=CCc1ccc(OCCOc2cccc3ccc(C)nc23)c(OC)c1 | 2 | -5 | -1 | -8 | 25 | 1.1 | 0 | 5 | -8
CC(=O)OCC1(C)CN(c2ccccc2)N(C(C)=O)C1=O (stereo not drawn) | -3 | 10 | -4 | -10 | 3 | 1 | -3 | 12 | -18
Cc1ccc(C(=O)c2coc3ccc(OCC(=O)O)cc23)cc1 | -2 | 1 | -6 | -12 | 1 | 0.71 | -1 | -20 | -17[20 µM]
CCOC(=O)Cc1csc(NC(=S)NC(=O)c2ccc([N+](=O)[O-])cc2)n1 | -2 | 4 | -7 | -1 | -4[fluorescence artefact?] | 9.8* | -1 | -17 | -9
S=C(NC1CCCC1)NN1CCOCC1 | 8 | -1 | -7 | -13 | -16 | 0.61 | -1 | -2 | -25
CCCCOc1cccc(C(=O)NC(=S)Nc2ccc(Cl)c(C(=O)O)c2)c1 | -6 | -1 | -9 | -5 | -3 | -1.7 | 1 | -3 | -21
O=C/C(=C\Nc1ccc(C(=O)N2CCOCC2)cc1)c1nc2ccccc2o1 | 4 | -7 | -7 | -5 | -6 | 0.14 | 4 | -1 | -1
O=C(OCc1cnc(Cl)s1)c1cccc(Cl)c1 | -3 | 7 | -7 | 9 | / | 0.86 | / | -1 | -8[20 µM]
COc1cccc(NC(=S)N(CCc2nc3cc(C)c(C)cc3[nH]2)Cc2cccnc2)c1 | 0 | 8 | -8 | -19 | 7 | / | 2 | -26 | -19[20 µM]
CCN(CC)S(=O)(=O)c1cc(NC(=O)COC(=O)Cn2cnc3ccccc32)ccc1C | -1 | 19 | -14 | -10 | -3[fluorescence artefact?] | 1.5 | 3[fluorescence artefact?] | -17 | -21
CCS(=O)(=O)n1nc(C(=O)N2CCOCC2)nc1N | -2 | 4 | -10 | -16 | -7 | 0.034 | 2 | -27 | -27
COc1ccc(-c2ccc(C(=O)O)o2)c([N+](=O)[O-])c1 | -8 | 2 | 10 | 4 | 0 | 0.64 | 0 | -13 | -13
Cc1ccccc1N(C(=O)c1cccs1)c1nc2ccccc2s1 | -2 | / | -23 | -5 | 1 | -0.28 | -19 | -2 | 2[20 µM]

Compounds as they come, and some 4.7% of all compounds hit somewhere here.
